# SSB-PriA inh: inhibitors of Klebsiella pneumoniae PriA binding to SSB C-terminal tail, primary screen, biochemical, AlphaScreen. PriA–SSB C-terminal tail interaction (Klebsiella pneumoniae). AlphaScreen SSBct-PriA binding, biotinylated peptide. inhibition, % at 33 µM. actives 0.6% (n = 430,000). AID 1272365, 2023; in the data active = inhibition mostly above about 37%, no sharp cut-off; inactive = mostly below about 20%;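 also: plate controls were negative control peptide for no effect and reference peptide for full effect; strong numbers were not always called active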
# TcdB GH inh: TcdB glycohydrolase inhibitors, primary screen, biochemical, single point, plate reader. Toxin B (Clostridioides difficile), P18177. inhibition, % at 9.99 µM. actives 0.24% (n = 350,000). TcdB glycohydrolase enzymatic assay; in the data active = inhibition above about 10%
# MazEF act: activators of E. coli MazEF toxin-antitoxin RNase, primary screen, biochemical, fluorescence, uHTS; FAM/BHQ RNA-DNA oligo cleavage fluorescence, 5 h; Endoribonuclease toxin MazF (Escherichia coli (strain K12)), P0AE70; actives 0.32% (n = 350,000); activation, % at 20 µM; AID 504720, 2011; in the data active = activation above about 50%
# Target sequence (P0AE70 whole entry, looked up): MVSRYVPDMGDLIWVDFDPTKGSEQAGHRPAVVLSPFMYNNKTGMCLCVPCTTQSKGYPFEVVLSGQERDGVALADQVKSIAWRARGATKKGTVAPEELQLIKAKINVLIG
# Yp Topo-I inh: Yersinia pestis topoisomerase I inhibitors, primary screen, biochemical, cleavage product accumulation, plate reader, single point; DNA topoisomerase I (Yersinia pestis CO92); Y. pestis Topo-I cleavage product accumulation; activity, % at 10 µM; actives 0.064% (n = 360,000); in the data active = activity above about 50%, passing the limit was not always enough; also: inactives centre near 2
# VHR inh abs: VHR1 phosphatase inhibitors, primary screen, biochemical, absorbance, uHTS. Dual specificity protein phosphatase 3 (Homo sapiens), P51452. inhibition, % at 13.3 µM. recombinant VHR phosphatase, pNPP absorbance. AID 1654, 2009. actives 0.52% (n = 290,000); in the data active = inhibition above about 50%; also: some compounds called inactive have numbers as strong as hits
# Target sequence (P51452 whole entry, looked up): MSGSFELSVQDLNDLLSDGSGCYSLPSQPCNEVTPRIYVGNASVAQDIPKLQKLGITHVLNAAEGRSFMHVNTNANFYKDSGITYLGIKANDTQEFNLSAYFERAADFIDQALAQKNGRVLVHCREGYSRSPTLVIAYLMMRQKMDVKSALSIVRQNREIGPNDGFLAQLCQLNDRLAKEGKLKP
# Rv3671c inh: Rv3671c serine protease inhibitors, primary screen, biochemical, fluorescence polarization, M. tuberculosis H37Rv. inhibition, % at 5.96 µM. actives 0.048% (n = 320,000); in the data active = inhibition above about 38%;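 also: extracellular domain of Rv3671c used as enzyme; 0% = enzyme with DMSO and 100% = no enzyme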
# Target sequence (P9WHR9 whole entry, looked up, the tested form may be a part): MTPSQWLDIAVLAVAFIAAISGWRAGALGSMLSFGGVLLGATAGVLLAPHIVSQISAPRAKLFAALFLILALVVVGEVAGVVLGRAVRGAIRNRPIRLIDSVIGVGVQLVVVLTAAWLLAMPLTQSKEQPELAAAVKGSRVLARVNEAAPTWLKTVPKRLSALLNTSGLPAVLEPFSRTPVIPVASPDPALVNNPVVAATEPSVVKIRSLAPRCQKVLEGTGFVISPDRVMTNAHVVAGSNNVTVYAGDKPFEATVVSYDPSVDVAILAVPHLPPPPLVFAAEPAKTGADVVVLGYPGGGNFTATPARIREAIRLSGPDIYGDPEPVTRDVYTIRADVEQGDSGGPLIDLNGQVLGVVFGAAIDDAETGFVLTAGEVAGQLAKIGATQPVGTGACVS
# CCHF vOTU inh: CCHFV vOTU protease inhibitors, primary screen, biochemical, Pep-AMC substrate, fluorescence; inhibition, % at 11.5 µM; Crimean-Congo hemorrhagic fever virus L polyprotein viral ovarian tumor (vOTU) protease …; actives 0.55% (n = 370,000); in the data active = inhibition above about 30%; also: 0% = vehicle wells with enzyme and 100% = no enzyme wells
# PrPC surface inh: inhibitors of human cell surface prion protein PrPC, primary screen, cell-based, TR-FRET | Major prion protein (Homo sapiens), P04156 | TR-FRET read-out | inhibition, % at 13.8 µM | actives 0.43% (n = 370,000) | AID 720596, 2013; in the data active = inhibition above about 24%; also: 0% = median of the test wells and 100% = reference compound wells
# SARS 3CLpro inh: SARS-CoV 3CLpro protease inhibitors, primary screen, biochemical, quenched FRET; Replicase polyprotein 1ab (Severe acute respiratory syndrome coronavirus), P0C6X7; recombinant SARS-CoV 3CLpro, quenched FRET peptide cleavage; inhibition, % at 6 µM; actives 0.14% (n = 290,000); AID 1706, 2009; in the data active = inhibition above about 12%
# BH1578 lux ind: inducers of Vibrio cholerae quorum light production without autoinducers, primary screen, BH1578 luxS cqsA deficient, single point; V. cholerae BH1578 lux reporter, luminescence, 6 h; actives 0.16% (n = 350,000); activation, % at 18.7 µM; in the data active = activation mostly above about 9.7%, no sharp cut-off; also: not every result past the cut was called active; inactives centre near 0; reference of the scale not given here
# The depositor's hits bear a star; i = inactive; nt = not tested or not shown.
SMILES,SSB-PriA inh,TcdB GH inh,MazEF act,Yp Topo-I inh,VHR inh abs,Rv3671c inh,CCHF vOTU inh,PrPC surface inh,SARS 3CLpro inh,BH1578 lux ind
COc1cc(/C=N/n2c(=S)[nH]nc(C)c2=O)cc([N+](=O)[O-])c1O,nt,-0.3,2.5,2.1,29.6,3.6,13.3,-9.9,0.6,-0.9
NC(=O)c1cc(S(=O)(=O)N2CCCC2)ccc1OCc1ccc(F)cc1,8.6,1.2,1.9,4.6,27.7,-10.8,19.8,4.8,2.7,-0.3
CC(C)CN(C(=O)COC(=O)c1ccccn1)c1c(N)n(Cc2ccccc2)c(=O)[nH]c1=O,-17.9,0.7,-2.9,7.6,nt,1.7,-10.7,2.9,nt,i
CC(C(=O)N1CCOCC1)(c1ccccc1)c1ccccc1,-22.8,1.0,-1.6,13.0,-12.0,5.4,nt,nt,-1.4,-0.2
Cc1c(NS(=O)(=O)c2cc(C(=O)NCc3cccnc3)ccc2Cl)c(=O)n(-c2ccccc2)n1C,-8.7,-0.3,-2.7,-5.2,nt,-0.1,-4.3,0.3,nt,i
O=C(NCc1ccco1)c1cc2cc(Br)ccc2o1,7.0,2.3,-1.9,-3.4,20.2,3.2,7.1,4.3,-3.3,-1.6
CCCc1ccc2oc(C(=O)N3CCC(C(N)=O)(N4CCCCC4)CC3)c(C)c2c1,-4.5,1.3,12.6,19.3,-25.6,-4.6,-6.9,3.9,-1.9,i
Cc1ccc2c(NC(=O)c3ccc(Br)o3)cccc2n1,-7.1,1.4,7.1,6.3,-1.9,4.8,5.3,-0.6,-0.6,-1.0
COc1cccc2c1CCC1=CC(=O)CCC12C (configuration not stated),-9.1,7.9,-34.2,2.7,nt,nt,5.3,2.0,nt,-1.0
CC(=O)Nc1ccc(S(=O)(=O)NCCC(=O)OCC(=O)NNC(=O)c2ccccc2)cc1,-20.1,1.3,4.9,-9.3,nt,15.4,-7.9,-7.1,nt,i
CC12CCC(=O)N1C(C(=O)NCCc1ccccc1)CS2 (configuration not stated),-14.9,-1.3,-3.0,3.3,30.4,nt,-19.8,2.1,1.0,-1.7
O=C(NC1CCc2ccccc21)c1cc(COc2c(F)cccc2F)on1 (configuration not stated),-6.6,2.0,-4.9,-1.8,10.0,-1.6,9.8,3.5,2.7,-0.4
COc1ccc2oc(C(=O)OCC(=O)NC(=O)c3ccccc3)c(C)c2c1,-7.3,2.6,7.3,4.8,1.1,1.0,-23.4,-0.2,-2.8,-0.7
O=C(N/N=C/c1ccc(OC(=O)c2ccccc2)cc1)c1ccc(CN2CCOCC2)cc1,nt,nt,3.0,2.6,41.1,-19.3,-8.6,6.2,5.2,2.2
Cc1cccc(C)c1-n1c(C)nn(CCOc2ccccc2)c1=O,13.0,2.0,3.7,-8.5,13.0,3.5,19.0,-8.1,-2.1,i
O=C(CN1CCC(C(O)(c2ccccc2)c2ccccc2)CC1)Nc1ccccc1,4.1,nt,6.1,-3.8,17.7,22.2,3.9,-6.4,3.5,-1.2
COc1ccc(C2CC(c3ccc(Br)cc3)=NN2C(=O)CN2CCCC2)cc1 (configuration not stated),15.3,-0.4,2.3,-7.5,21.3,-2.0,-2.4,-8.9,-3.1,-0.5
c1ccc(Cc2nnc3sc(-c4ccco4)nn23)cc1,4.4,-0.5,-2.5,-6.3,17.0,0.7,-0.4,-3.1,-1.1,-0.2
O=C(CN1C(=O)COc2ccccc21)NCCN1CCCC1,-3.6,0.8,4.0,6.0,50.4*,-1.3,4.9,4.2,0.5,i
COc1ccc2nc(NC(=O)C3CCCO3)sc2c1 (configuration not stated),6.4,1.3,0.5,1.6,39.3,-2.7,7.1,9.0,1.0,-0.2
Cc1ccc(-n2c(O)c(C=NCc3ccco3)c(=O)[nH]c2=S)cc1C,5.6,-3.5,-5.1,13.9,-0.7,-11.2,-1.0,1.6,4.3,i
Cc1cccc(-n2ncc3c2CCCC3NC(=O)c2ccc[n+]([O-])c2)c1C (configuration not stated),3.9,0.1,7.4,0.3,-5.9,4.9,-15.0,14.0,1.5,i
CC1(C(=O)NS(=O)(=O)c2cccc(F)c2)CCN1C(=O)c1ccccc1 (configuration not stated),nt,-0.7,nt,-6.7,nt,nt,9.5,-1.2,nt,i
CCC(CC)c1nc(C#N)c(NC(C)c2ccccc2)o1 (configuration not stated),-9.4,-1.7,-4.0,-10.0,5.0,-9.2,6.9,-0.6,0.3,i
Cc1ccc(Cl)cc1NC(=O)CCC(=O)O,-3.3,-0.3,-0.1,1.5,16.2,-3.0,-11.5,-0.8,2.0,-0.6

# Next section, starting with the last 2 of the part before.
SMILES,SSB-PriA inh,TcdB GH inh,MazEF act,Yp Topo-I inh,VHR inh abs,Rv3671c inh,CCHF vOTU inh,PrPC surface inh,SARS 3CLpro inh,BH1578 lux ind
CCC(CC)c1nc(C#N)c(NC(C)c2ccccc2)o1 (configuration not stated),-9.4,-1.7,-4.0,-10.0,5.0,-9.2,6.9,-0.6,0.3,i
Cc1ccc(Cl)cc1NC(=O)CCC(=O)O,-3.3,-0.3,-0.1,1.5,16.2,-3.0,-11.5,-0.8,2.0,-0.6
CCCCOC(=O)Nc1nnc(-c2ccccc2OC)s1,-1.6,nt,-5.2,7.6,25.8,1.8,0.8,-3.6,1.0,i
COc1ccc(CNC(=O)COC(=O)C(CCSC)NC(=O)c2ccco2)cc1OC (configuration not stated),-4.7,0.4,1.0,-3.5,nt,0.6,12.5,2.4,nt,i
O=C(CNC(=O)C(c1ccccc1)c1ccccc1)N/N=C/c1ccc(O)c([N+](=O)[O-])c1,nt,-0.4,-0.4,-4.4,1.5,-0.7,5.6,-19.8,6.2,-3.1
CCOc1cc(S(=O)(=O)NCc2cccnc2)c(C)cc1C,-6.0,-0.7,-0.1,5.6,26.4,4.5,9.8,3.9,-2.0,i
CCn1c2ccccc2c2cc(/C=N/n3c(C)nnc3C)ccc21,nt,nt,6.2,14.5,14.6,-2.9,-50.0,0.5,1.6,i
CCOc1ccc(OCC)c(NC(=O)C2CCCN(S(=O)(=O)c3ccc(C)cc3)C2)c1 (configuration not stated),-4.7,2.5,-2.5,9.9,-9.9,-8.6,13.7,2.6,1.0,i
CCOC(=O)NC(=O)/C(C=Nc1ccc(Cl)c(Cl)c1Cl)=C(\C)O,nt,-0.1,-11.6,1.2,5.0,-6.2,26.8,-9.2,-0.2,i
Cc1nc(C(=O)N2CCCC(N3CCN(c4ccc(F)cc4)CC3)C2)cs1 (configuration not stated),nt,-10.6,-13.3,-5.1,nt,nt,9.7,5.9,nt,i
CC(=O)c1ccc(-c2ccc(C(=O)N(C)Cc3nc4ccccc4c(=O)[nH]3)o2)cc1,-11.0,1.8,-4.5,8.3,nt,-7.4,-86.0,-7.4,nt,i
COc1ccc(N2C(=O)N3[C@H](c4ccc(Cl)cc4)[C@@H]4C(=O)N(C5CCCCC5)C(=O)[C@@H]4[C@]3(Cc3ccc(Cl)cc3)C2=O)cc1,4.3,0.3,-4.2,-16.9,1.1,-10.3,-12.7,-0.7,4.8,-0.4
O=C(NCc1ccccc1Cl)NCc1ccccc1Cl,-0.8,1.0,1.4,6.0,13.1,6.0,7.9,-6.6,3.3,i
COc1ccc(C2=CC(=O)C[C@H](c3ccc(F)cc3)C2)c(OC)c1,3.4,0.0,4.3,6.9,nt,-13.6,14.3,-1.9,nt,i
C=CC[C@@H](CC(=O)NCCO)C(=O)N[C@@H](COC(=O)[C@@H](CC=C)CC(=O)OC(C)(C)C)Cc1ccccc1,-3.7,-1.5,3.3,25.1,nt,0.2,23.2,1.7,nt,1.6
O=C(NC1CCCCC1)C(c1ccccn1)N(C(=O)c1csnn1)C1CCCCC1 (configuration not stated),-9.1,1.9,-7.5,9.9,29.3,-1.3,-10.0,2.3,-2.1,i
O=C(NC(NC(=S)N1CCOCC1)C(Cl)(Cl)Cl)c1ccc(Cl)cc1 (configuration not stated),-15.6,nt,2.9,-6.4,27.0,6.9,-3.6,16.5,0.2,-0.6
CSc1nnc(-c2cccc(NC(=O)c3ccccc3)c2)n1C,-7.9,1.2,2.0,1.2,0.0,-3.6,-9.2,2.4,-0.9,i
O=[N+]([O-])c1ccccc1N/N=C\c1ccccc1Cl,nt,nt,6.2,4.2,-5.4,8.9,9.5,-0.3,-3.1,i
CC(=O)Nc1ccc(NC(=O)C(C)OC(=O)c2cccc(S(=O)(=O)N3CCCCCC3)c2)cc1 (configuration not stated),-10.5,0.9,7.7,-2.5,nt,-5.3,-7.7,0.3,nt,i
O=C(COC(=O)c1cncc(Br)c1)Nc1ccc2c(c1)OCO2,12.3,-0.1,2.2,-5.3,19.7,-5.9,-4.4,1.3,4.8,i
CC(C)(C)OC(=O)N1CCC[C@H]1C(=O)N/N=C/c1cccc2cccnc12,i,0.3,1.1,7.4,-4.4,-10.3,-1.0,-4.2,1.5,-0.3
c1ccc(-c2nnc(-c3ccccn3)c(-c3ccccn3)n2)nc1,13.2,1.9,2.3,-5.7,-3.1,-23.2,-10.7,-15.5,0.3,i
Cc1nc(-c2ccccc2)cn(O)c1=O,-18.5,1.1,5.9,-3.0,8.6,nt,-0.9,-4.0,4.1,-0.6
Cc1ccc(-n2c3c(c(=O)[nH]c2=O)C(C(F)(F)F)(C(F)(F)F)NC(=O)N3)cc1,-3.9,0.7,2.2,-0.1,13.2,-3.4,nt,nt,5.1,i
CCOC(=O)N1CCN(CC(=O)Nc2cc(OCC)ccc2OCC)CC1,10.1,nt,1.8,-3.5,8.7,2.8,16.8,-8.5,-2.6,i
CN1C(=O)CCS(=O)(=O)C1c1ccc(Cl)c(Cl)c1 (configuration not stated),nt,-0.1,4.3,2.8,nt,nt,-13.7,8.2,nt,-0.7
COc1ccc(/C=N/N2CCN(c3ccccc3OC)CC2)cc1Br,nt,0.1,2.7,5.2,-11.8,-2.7,-0.4,0.8,-5.5,-1.5
Fc1ccc(C2=NNC(=NCc3ccccc3)SC2)cc1F,20.4,1.9,-6.4,2.8,8.5,nt,4.9,-2.4,1.0,-0.4
CCOC(=O)C1=C(COC(=O)c2cc(S(=O)(=O)N3CCOCC3)ccc2F)NC(=O)NC1C (configuration not stated),-9.9,2.0,2.0,8.9,nt,nt,1.4,-4.6,nt,i
O=C(c1ccco1)N1CCN(C(=O)c2cccn3c(=O)c4c5c(sc4nc23)CCCC5)CC1,-17.3,-0.5,-0.6,5.2,nt,nt,-8.7,-6.2,nt,-0.5

# Part of the list above, reduced to Rv3671c inh and CCHF vOTU inh:
smiles | Rv3671c inh | CCHF vOTU inh
c1ccc(-c2nnc(-c3ccccn3)c(-c3ccccn3)n2)nc1 | -23.2 | -10.7
Cc1nc(-c2ccccc2)cn(O)c1=O | nt | -0.9
Cc1ccc(-n2c3c(c(=O)[nH]c2=O)C(C(F)(F)F)(C(F)(F)F)NC(=O)N3)cc1 | -3.4 | nt
CCOC(=O)N1CCN(CC(=O)Nc2cc(OCC)ccc2OCC)CC1 | 2.8 | 16.8
CN1C(=O)CCS(=O)(=O)C1c1ccc(Cl)c(Cl)c1 (configuration not stated) | nt | -13.7
COc1ccc(/C=N/N2CCN(c3ccccc3OC)CC2)cc1Br | -2.7 | -0.4
Fc1ccc(C2=NNC(=NCc3ccccc3)SC2)cc1F | nt | 4.9

# High-throughput results (PubChem BioAssay)

# An excerpt, so the mix of outcomes need not match the whole.
